High-throughput results from PubChem BioAssay.
USP1-UAF1 inh: USP1/UAF1 (human) deubiquitinase inhibition; O94782; recombinant USP1/UAF1, Ub-Rhodamine cleavage fluorescence; Potency, µM (top dose mostly 57.1 µM), for inactives: at the top dose activity change, negative = inhibition, most hits filed as inhibitors; actives 0.23% (n = 390,000); also: potency is read from the fitted curve at half-maximal effect; % is scaled to controls: 0 for no effect and ±100 for the full control effect; nearly all actives have a fitted effect of over 60% in size; inactives centre near -12
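USP1/UAF1 complex (1 nM) preincubated 15 min at room temperature with compound, then Ub-Rho substrate (150 nM final) added. Kinetic fluorescence at 480/540 nm over 6 reads at 60 s intervals; 50 mM HEPES pH 7.8, 0.5 mM EDTA, 0.1 mg/ml BSA, 1 mM TCEP, 0.01% Tween-20.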
D2 ag: activates the human D2 dopamine receptor. P14416. HEK293 T-REx D2 cells, calcium flux agonist mode. activation, % at 2 µM. actives 0.53% (n = 340,000);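 active = activation over 3 SD above normal in the single-dose calcium agonist read, cut at about 30% in these data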; also: 0% is about no effect
Target sequence (P14416 whole entry, looked up): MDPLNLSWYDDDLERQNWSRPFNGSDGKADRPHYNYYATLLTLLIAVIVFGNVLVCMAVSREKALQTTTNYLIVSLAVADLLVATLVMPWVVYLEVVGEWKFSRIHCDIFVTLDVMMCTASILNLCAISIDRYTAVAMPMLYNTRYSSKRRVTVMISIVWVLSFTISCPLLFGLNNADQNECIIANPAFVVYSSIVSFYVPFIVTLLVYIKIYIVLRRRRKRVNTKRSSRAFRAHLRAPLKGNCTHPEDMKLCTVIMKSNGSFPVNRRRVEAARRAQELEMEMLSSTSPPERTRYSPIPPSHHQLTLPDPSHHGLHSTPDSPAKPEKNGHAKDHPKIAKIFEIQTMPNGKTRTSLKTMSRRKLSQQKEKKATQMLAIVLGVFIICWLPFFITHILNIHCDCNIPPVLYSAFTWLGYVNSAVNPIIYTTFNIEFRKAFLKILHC
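Tetracycline-induced HEK293 Trex cells with D2 receptor force-coupled to calcium signaling, plated overnight at 30 C and loaded with no-wash calcium dye. Calcium flux read kinetically for 180 s after compound addition; responses flag agonists.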
mIDH1 inhibitor: blocks human mutant IDH1 R132H enzyme; O75874; IDH1-R132H enzyme, NADPH consumption, diaphorase/resazurin fluorescence; Potency, µM (series often up to 76.6 µM), inactives show at the top dose activity change, negative = inhibition, most hits filed as inhibitors; actives 0.093% (n = 390,000); also: potency is read from the fitted curve at half-maximal effect; % is scaled to controls: 0 for no effect and ±100 for the full control effect; nearly all actives have a fitted effect of over 65% in size
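IDH1-R132H (0.5 ug/mL dispensed) in pH 7.5 Tris buffer was preincubated 30 min with compound, then given a substrate mix of 0.016 mM NADPH and 2 mM alpha-KG for 80 min at room temperature; remaining NADPH was read by diaphorase/resazurin fluorescence.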
rTrxR1 inhibitor: inhibitors of rat thioredoxin reductase 1; actives 1% (n = 390,000); recombinant rTrxR1, NADPH fluorescence consumption, selenite substrate; Potency, µM (highest dose often 114 µM), without a hit: at the highest dose activity change, negative = inhibition, most hits filed as inhibitors; AID 588453; also: potency is read from the fitted curve at half-maximal effect; % is scaled to controls: 0 for no effect and ±100 for the full control effect; nearly all actives have a fitted effect of over 65% in size
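Rat TrxR1 (90 nM in the dispensed reagent) was pre-reduced with 400 uM NADPH for 5 min at room temperature, then incubated with compound for 15 min. After 400 uM selenite was added, NADPH fluorescence (Ex 340/Em 450 nm) was followed for 8 min.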
D2 antag: antagonizes the human D2 dopamine receptor; P14416; HEK293 TREx D2 cells, calcium flux, dopamine EC80; inhibition, % at 10 µM; actives 2% (n = 340,000); AID 485344; in the data active = inhibition above about 30%; also: 0% is about no effect
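Antagonism is scored as inhibition of an EC80 dopamine-evoked calcium signal in a force-coupled, tetracycline-inducible HEK293 T-REx D2 line, with compound present 180 s before agonist.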
TRHR ag: activates the human TRH receptor; TRHR cells, calcium flux fluo-8, FDSS agonist mode; activation, % at 2 µM; actives 0.18% (n = 360,000); AID 493084; in the data active = activation above about 30%; also: 0% is about no effect
Target sequence (P34981 whole entry, looked up): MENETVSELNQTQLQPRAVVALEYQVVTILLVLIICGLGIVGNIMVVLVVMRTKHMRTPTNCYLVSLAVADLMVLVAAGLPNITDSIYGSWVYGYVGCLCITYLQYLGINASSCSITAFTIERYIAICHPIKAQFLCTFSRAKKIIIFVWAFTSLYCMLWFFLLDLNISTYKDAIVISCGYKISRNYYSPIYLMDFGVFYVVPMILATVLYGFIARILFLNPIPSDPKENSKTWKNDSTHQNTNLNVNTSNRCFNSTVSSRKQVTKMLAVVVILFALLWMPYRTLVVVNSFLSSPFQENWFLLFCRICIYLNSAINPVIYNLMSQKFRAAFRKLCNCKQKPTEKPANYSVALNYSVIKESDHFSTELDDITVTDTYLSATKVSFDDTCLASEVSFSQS
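Steps: seed TRHR cells overnight; add fluo-8 no-wash Ca dye, RT 30 min–1.5 h; record 10 s baseline; pin-transfer compounds; monitor fluorescence 1 cycle/s for the agonist window. Calcium increases flag candidate agonists.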
PI4K2A inh: PI4K2A (human) kinase inhibition; actives 0.13% (n = 420,000); purified PI4K2A, ADP-Glo luminescence, 1 h; stronger effect = lower value; activity change, negative = inhibition, % at 76.9 µM; AID 1346378; in the data active = activity change below about -50%; inconclusive = mostly about -30% to -49%;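 also: -100% = wells without enzyme as full effect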
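ADP-Glo luminescence measured ADP generated by PI4K2A enzyme (4 ug/mL before mixing) with 1.2 mM PI substrate (pre-mix) and 300 microM ATP (pre-mix). Tris pH7.5 buffer with MgCl2, Triton X-100; 1 h reaction at ambient temperature.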
TrxR1 substrate: is turned over as a substrate by rat TrxR1; O89049; purified TrxR1 substrate turnover, NADPH consumption readout; Potency, µM (highest dose often 114 µM), for the others: at the top dose activity change, negative = substrate turnover; actives 0.01% (n = 390,000); also: potency is read from the fitted curve at half-maximal effect; % is scaled to controls: 0 for no effect and ±100 for the full control effect; nearly all actives have a fitted effect of over 50% in size
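Rat TrxR1, dispensed at 90 nM, was prereduced with 400 uM NADPH (final) for 5 min at ~22 deg C, then incubated with compound 15 min before 400 uM selenite. A first-read NADPH fluorescence drop versus no-compound background flagged substrates.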
TRHR PAM: TRH receptor (human) allosteric enhancement; actives 0.66% (n = 360,000); P34981; AID 493056; enhancement, % at 2 µM; TRHR cells, fluo-8 calcium fluorescence, EC20 TRH enhancement; in the data active = enhancement above about 30%; also: 0% is about no effect
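Enhancer read-out: after compound pinning and an initial kinetic agonist-mode read, an EC20 of TRH (10 nM final) was injected and fluo-8 calcium signal (Ex 480/Em 530) followed at 1 s/cycle for 100 cycles in TRHR-expressing cells.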
* = called active by the depositor; u = inconclusive; x = not tested or not shown; [ ] = dose if it differs, or a comment. Unless noted, calls follow the shape of the dose curve; as a rule, active = well fitted inhibition curve with a large enough effect; inconclusive = small, poorly fitted or top-dose-only effect; inactive = no such curve, though single readings can be large or run the other way.

#1 COc1ccc(-n2c(Cn3nnc4ccccc43)nnc2SCC(=O)O)cc1
#2 CCC(CC)NC(=O)COC(=O)CCC(=O)c1cccs1
#3 C/C(CC(=O)Nc1ccc(Cl)cc1C(F)(F)F)=N\NC(=O)c1ccccn1
#4 COc1ccccc1N1CCN(C(=O)CSc2nc3ccccc3nc2Cc2ccc(F)cc2)CC1
#5 CC(C)(C)C1CCc2c(sc(NC(=O)CSc3nnc(-c4ccccc4)o3)c2C#N)C1 (stereo unspecified)
#6 Cc1ccc(-c2cc(-c3ccc(F)cc3)c(C#N)c(N)n2)o1
#7 Cc1ccc(C2CC(c3cccc(C)c3)n3nc(N)nc3N2)cc1 (stereo unspecified)
#8 C=CCSc1cc(C)nc2c(-c3ccccc3)cnn12
#9 CC(=O)NC(C)c1nc2ccccc2n1CC(=O)NC(C)CCc1ccccc1 (stereo unspecified)
#10 CN(Cc1ccc(Br)s1)C(=O)CNC(=O)c1ccc2c(c1)OCO2

Screen / compound no.	1	2	3	4	5	6	7	8	9	10
USP1-UAF1 inh	-9%	-11%	-16%	-4%	-21%	-6%	-18%	-11%	-17%	-14%
D2 ag	0.8	x	-1.2	0.2	-0.6	0.2	4.6	0.9	-0.6	-0.5
mIDH1 inhibitor	-7%	5%	0%	-9%	12%	-7%	9%	0%	8%	3%
rTrxR1 inhibitor	-6%[57.1 µM]	24%	-11%	23%[57.1 µM]	-19%	16µM*	12%[57.1 µM]	6%	12%	13%
D2 antag	10	x	-5	x	-7	1	19	-4	1	-27
TRHR ag	0.3	0.0	0.5	0.2	-0.1	0.8	0.7	-0.4	-1.6	-1.0
PI4K2A inh	0	-3	-3	-1	-1	-1	-1	1	-5	-5
TrxR1 substrate	-5%[57.1 µM]	3%	-1%	0%[57.1 µM]	-2%	81%[activator]	-7%[57.1 µM]	3%	-4%	5%
TRHR PAM	-3	-9	0	1	-1	-2	0	-3	0	11

Part of the list above with just TRHR PAM and rTrxR1 inhibitor:
cpd	structure	TRHR PAM	rTrxR1 inhibitor
3	C/C(CC(=O)Nc1ccc(Cl)cc1C(F)(F)F)=N\NC(=O)c1ccccn1	0	-11%
4	COc1ccccc1N1CCN(C(=O)CSc2nc3ccccc3nc2Cc2ccc(F)cc2)CC1	1	23%[57.1 µM]

New compounds follow:
#11 CCOC(=O)c1cccc(NC(=O)CCS(=O)(=O)c2ccc3c(c2)CC(=O)N3C)c1
#12 O=C(CSc1nccn1Cc1ccc(F)cc1)NCc1ccc(F)cc1
#13 Cc1ccc(CNC(=O)CCSCc2cnn(-c3ccccc3)c2-n2cccc2)cc1
#14 COc1ccc(CNC(=O)COC(=O)c2cncc(Br)c2)cc1
#15 O=C(/N=C1/c2ccccc2CN1c1ccccc1)Nc1ccccc1
#16 O=c1c2c(nc3cc(-c4ccccc4Cl)[nH]n13)CCS2
#17 C/C(=N\NC(=O)CCCCCNC(=O)c1ccccc1)c1ccccc1O
#18 COC(=O)CC1=NC(=O)CS1
#19 Nn1cnnc1SCC(=O)N(C1CCCCC1)C1CCCCC1
#20 CCOC(=O)N1CCC(N2C(=O)c3ccc(C(=O)Nc4ccc(OC)c(OC)c4)cc3C2=O)CC1

Screen / compound no.	11	12	13	14	15	16	17	18	19	20
USP1-UAF1 inh	-9%	-10%	-28%	u	-21%	-12%	-14%	-11%	-20%	-9%
D2 ag	-0.1	0.2	-0.8	0.4	-0.6	0.3	-0.4	0.3	-0.4	6.7
mIDH1 inhibitor	5%	0%	-9%	5%	3%	0%	5%	6%	0%	5%
rTrxR1 inhibitor	-8%[57.1 µM]	20%[57.1 µM]	-16%	29%[57.1 µM]	-1%	2%	-6%	32%[57.1 µM]	7%	22%
D2 antag	x	x	x	-4	-1	30	-4	-3	5	-7
TRHR ag	-0.5	-0.4	-0.5	0.0	0.2	0.2	-0.8	1.7	0.2	0.6
PI4K2A inh	-8	1	-1	-6	-3	0	-7	2	0	2
TrxR1 substrate	-7%[57.1 µM]	1%[57.1 µM]	9%	12%[57.1 µM]	-9%	-3%	-9%	13%	1%	3%
TRHR PAM	6	-2	4	-22	-5	3	-3	-2	2	0

#21 COc1ccc(-c2nc3cc([N+](=O)[O-])ccc3o2)cc1OC
#22 COc1ccc(/C=C/C(=O)N(Cc2cccs2)C2CCS(=O)(=O)C2)cc1 (stereo unspecified)
#23 Cc1ccc(C(=O)Nc2nc(=O)n(C(=O)C3CC3)s2)cc1
#24 O=C(Nc1ccc(S(=O)(=O)NCCc2ccccc2)cc1)c1ccncc1
#25 Cc1ccc(C(NC(=O)c2ccccc2)C(Cl)(Cl)Cl)cc1 (stereo unspecified)
#26 Cc1ccc(C(=O)Nc2c(C(=O)NCc3ccc(Cl)cc3)sc3nc(C)cc(C)c23)cc1
#27 CCc1[nH]nc2c1C(c1cccnc1)C(C#N)=C(N)O2 (stereo unspecified)
#28 Cc1cccc(C)c1NC(=O)CSc1nc2ccccc2c(=O)[nH]1
#29 CC(C)n1c(COc2ccccc2)nc2ccccc21
#30 CCCCn1c(NS(=O)(=O)c2ccccc2)c(S(=O)(=O)c2ccc(C)cc2)c2nc3ccccc3nc21

Screen / compound no.	21	22	23	24	25	26	27	28	29	30
USP1-UAF1 inh	-8%	-7%	-6%	-25%	0%	-13%	-3%	2%	-11%	28µM*
D2 ag	-1.2	0.5	-0.5	-0.8	x	0.3	0.8	0.5	-0.7	2.5
mIDH1 inhibitor	-5%	4%	9%	6%	-4%	x	14%	7%	3%	-28%
rTrxR1 inhibitor	5%[57.1 µM]	10%[57.1 µM]	-11%	0%	1%	7%	-18%	23%[57.1 µM]	12%	62%[activator]
D2 antag	-15	4	4	-13	-7	x	30	6	-15	8
TRHR ag	-1.1	-0.3	-0.5	0.1	1.3	0.2	0.0	0.6	0.8	1.0
PI4K2A inh	-8	1	0	3	3	-4	3	0	2	-6
TrxR1 substrate	9%[57.1 µM]	-9%[57.1 µM]	-10%	-7%	-2%	6%	-6%	11%[57.1 µM]	4%	448%[activator]
TRHR PAM	18	4	-1	7	3	0	13	0	-6	-7

#31 CCONC(=NC)c1nonc1N
#32 CCc1ccc(NC(=O)c2cnn3ccccc23)cc1
#33 Cc1ccc(S(=O)(=O)Nc2ccccc2CNc2ccc(Br)cn2)cc1
#34 COc1ccc(-c2cc(C(=O)N3CCCC3)no2)cc1
#35 Cc1oc(S(=O)(=O)N2CCCCC2)cc1NC(=O)Nc1ccc(Cl)cc1
#36 Cc1nn(-c2cccc(C(F)(F)F)c2)c(Cl)c1/C=N/Nc1cccc(C(=O)O)c1
#37 Cc1c(C)n(C)c2ccc(C(=O)N3CCN(c4ccccn4)CC3)cc12
#38 COc1ccc(C2C=C(C34CC5CC(CC(C5)C3)C4)NC(=S)N2)cc1OC (stereo unspecified)
#39 Cc1ccc(NC(=O)CCN2CCCCC2)cc1
#40 CN1CCN(S(=O)(=O)c2cc([N+](=O)[O-])ccc2N/N=C/c2ccc(Cl)cc2)CC1

Screen / compound no.	31	32	33	34	35	36	37	38	39	40
USP1-UAF1 inh	-21%	-22%	-11%	-14%	-7%	-21%	-23%	-4%	-8%	-5%
D2 ag	0.0	-1.0	-0.4	5.4	1.2	-0.8	56*	1.4	0.5	x
mIDH1 inhibitor	8%	8%	0%	0%	6%	-3%	-2%	1%	-4%	3%
rTrxR1 inhibitor	25%	9%	-13%	-9%	-10%	4%[57.1 µM]	-11%	-11%	12%	3%[57.1 µM]
D2 antag	7	42*	7	5	-5	-8	31*	8	-10	x
TRHR ag	-0.2	-0.2	0.2	-0.4	0.7	5.6	0.4	0.5	0.3	0.1
PI4K2A inh	-1	u	-1	-8	1	4	1	2	0	1
TrxR1 substrate	3%	-4%	-12%	1%	2%	-14%	-4%	-10%	3%	-2%[57.1 µM]
TRHR PAM	11	4	-2	-1	-9	-5	0	2	-4	2

3 compounds out of the list above, ordered by their value in TrxR1 substrate, largest number first:
cpd | smiles | USP1-UAF1 inh | mIDH1 inhibitor | rTrxR1 inhibitor | D2 antag | PI4K2A inh | TrxR1 substrate | TRHR PAM
31 | CCONC(=NC)c1nonc1N | -21% | 8% | 25% | 7 | -1 | 3% | 11
37 | Cc1c(C)n(C)c2ccc(C(=O)N3CCN(c4ccccn4)CC3)cc12 | -23% | -2% | -11% | 31* | 1 | -4% | 0
33 | Cc1ccc(S(=O)(=O)Nc2ccccc2CNc2ccc(Br)cn2)cc1 | -11% | 0% | -13% | 7 | -1 | -12% | -2

Other results follow:
#41 Cc1cccc(N2CCN(Cc3cc(=O)oc4cc(C)ccc34)CC2C)c1 (stereo unspecified)
#42 O=[N+]([O-])c1ccc2c(c1)C(N1CCOCC1)/C(=C/C1(O)CCCCC1)O2 (stereo unspecified)
#43 Cc1cccc(N2CCN(CCCNc3ncnc4onc(-c5ccc(F)cc5)c34)CC2C)c1 (stereo unspecified)
#44 CCc1c(C)c(C#N)c2nc3ccccc3n2c1NCCOC
#45 Cc1ccc(C(=O)O/N=C/c2ccc3c(c2)OCO3)cc1
#46 O=C(Nc1ccc(Cl)cn1)c1ccc(Br)c(S(=O)(=O)N2CCCCC2)c1
#47 COc1ccc(C(=O)CSc2nnc(CNc3ccc(C)cc3C)o2)cc1
#48 COc1ccc2c(CNCc3ccccc3OC)c(C(=O)O)n(Cc3ccc(F)cc3Cl)c2c1

Screen / compound no.	41	42	43	44	45	46	47	48
USP1-UAF1 inh	-18%	-23%	-12%	-23%	-14%	-20%	-10%	-9%
D2 ag	x	-0.2	-1.3	-3.9	0.0	x	-0.2	0.3
mIDH1 inhibitor	6%	9%	0%	19%	2%	5%	0%	11%
rTrxR1 inhibitor	7%	-24%	-4%	5%	-3%	23%	8%	15%
D2 antag	x	-2	x	-28	9	x	14	x
TRHR ag	0.2	-1.3	-0.8	-1.8	1.5	0.3	-0.7	1.2
PI4K2A inh	-3	1	4	-4	4	-2	9	0
TrxR1 substrate	-6%	-2%	-6%	14%	-5%	7%	3%	3%
TRHR PAM	0	8	6	-9	6	7	0	-4
